Screens (PubChem BioAssay)
VLA-4 inh: inhibition in a human VLA-4 binding assay | VLA-4 expressing cells, ligand binding flow cytometry | AID 2557 | inhibition, % (about 7 µM as worked out from the volumes in the protocol) | 330,000 compounds, 0.2% hits; in the data active means inhibition above about 50%
GRK2 aptamer HTS: human GRK2 inhibition via aptamer displacement; inhibition of aptamer binding, % at 10 µM; 330,000 compounds, 0.59% hits; AID 488847; P25098; bead flow cytometry, FAM-aptamer displacement from GRK2;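 active means inhibition of aptamer binding above 40%, roughly 3 SD of noise, on plates passing a quality check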;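 further: median bead fluorescence of bound FAM aptamer so fluorescent compounds give negative values; no value below 0 was filed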
PME-1 inh: PME-1 (human) inhibition; inhibition, % at 5.9 µM; 320,000 compounds, 0.53% hits; Q9Y570; recombinant PME-1, FP-Rh probe fluorescence polarization;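 active means inhibition above the campaign mean of all compounds plus 3 SD, cut at about 26% in these data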;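 further: competitive labeling of PME-1 active site by serine hydrolase directed probe; 0% = PME-1 with DMSO and 100% = wells lacking PME-1 enzyme; inhibitors block probe labeling so polarization falls and inhibition rises; many of its hits are not listed in these tables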
MCL1 BIM primary: disrupts human MCL1 binding to BIM-BH3 peptide. Q07820. GST-MCL1 / FITC-Bim-BH3 fluorescence polarization. inhibition, % at 10.9 µM. 320,000 compounds, 0.68% hits. AID 2057;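 active means inhibition above the mean inhibition of all tested compounds plus 3 SD, set per campaign, cut at about 40% in these data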;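 further: 0% = DMSO wells and 100% = unlabeled Bim-BH3 peptide control; higher means more loss of mP so more displacement of Bim peptide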
Target sequence (Q07820 whole entry, looked up): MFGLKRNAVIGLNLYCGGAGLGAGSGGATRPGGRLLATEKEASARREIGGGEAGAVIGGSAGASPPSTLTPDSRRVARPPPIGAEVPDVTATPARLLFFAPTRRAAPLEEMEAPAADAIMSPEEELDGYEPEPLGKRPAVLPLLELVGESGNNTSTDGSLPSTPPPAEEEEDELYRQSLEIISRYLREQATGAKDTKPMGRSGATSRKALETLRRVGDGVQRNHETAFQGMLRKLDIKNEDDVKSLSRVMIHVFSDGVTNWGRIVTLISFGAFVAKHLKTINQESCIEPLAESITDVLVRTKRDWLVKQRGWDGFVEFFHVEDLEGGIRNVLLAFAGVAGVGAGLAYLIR
Fam108B counter: Fam108B inhibition, counter-screen for RBBP9 inhibitors; inhibition, % at 9.51 µM; 300,000 compounds, 0.33% hits; recombinant Fam108B, FP-Rh probe fluorescence polarization;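 active means inhibition above the screen mean inhibition plus 3 SD, computed separately per campaign, cut at about 18% in these data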;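 further: inhibitors lower polarization as less probe binds the enzyme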
MEX-5 binding: C. elegans MEX-5 TCR-2 RNA binding activity; MEX-5/FITC-TCR2 RNA binding, fluorescence polarization; hits give low values; activity score (negative = inhibition of binding), % at 10 µM; 300,000 compounds, 0.38% hits;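 active means inhibition past about -25% in most replicates, and total fluorescence under double the plate's negative control median, limit read from the data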;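 further: 0% = DMSO and -100% = 5 µM competing unlabeled TCR2 RNA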
Efflux pump mplx: antifungal efflux pump inhibition, Nile Red retention | S. cerevisiae Candida pump triplex | inhibition, % at 10 µM | 330,000 compounds, 0.44% hits;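 active means plate passing quality check with inhibition over a set limit, or well fluorescence over plate mean plus 4 SD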;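 further: Nile Red retained in pooled yeast measured as flow cytometry median fluorescence; 0% = buffer negative control and 100% = Enniatin B positive control; higher means more Nile Red kept so more efflux inhibition; some compounds called inactive have numbers as strong as hits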
GLD-1 TGE inh: GLD-1-TGE RNA interaction inhibition (C. elegans) | Q17339 | purified GLD-1 + fluorescein TGE RNA, fluorescence polarization | inhibition, % at 5.96 µM | 320,000 compounds, 0.44% hits | AID 2280;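 active means percent inhibition above a per-plate cutoff, the plate mean of test compounds plus 3 SD, cut at about 30% in these data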;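 further: 0% = DMSO wells with GLD-1 and probe and 100% = wells lacking GLD-1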
Target sequence (Q17339 whole entry, looked up): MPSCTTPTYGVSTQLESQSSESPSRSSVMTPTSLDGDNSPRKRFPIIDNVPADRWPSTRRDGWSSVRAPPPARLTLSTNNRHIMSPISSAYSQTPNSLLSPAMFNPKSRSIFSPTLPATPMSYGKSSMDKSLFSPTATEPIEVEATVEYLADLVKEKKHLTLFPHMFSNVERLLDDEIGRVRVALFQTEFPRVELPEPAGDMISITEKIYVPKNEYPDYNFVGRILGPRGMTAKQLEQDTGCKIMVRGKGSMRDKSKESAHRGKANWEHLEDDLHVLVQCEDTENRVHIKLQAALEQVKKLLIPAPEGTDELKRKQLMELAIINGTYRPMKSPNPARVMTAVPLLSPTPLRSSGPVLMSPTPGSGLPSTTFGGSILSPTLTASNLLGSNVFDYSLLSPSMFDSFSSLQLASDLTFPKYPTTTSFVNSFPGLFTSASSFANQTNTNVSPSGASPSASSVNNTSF
Bcl-xL primary: blocks human Bcl-xL binding to Bim BH3 peptide; Q07817; inhibition, % at 10.9 µM; GST-Bcl-xL / FITC-Bim BH3 peptide fluorescence polarization; 320,000 compounds, 0.7% hits;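 active means inhibition above the mean of all tested compounds plus 3 SD, cutoff set per campaign, cut at about 30% in these data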;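 further: 0% = DMSO wells and 100% = unlabeled Bim-BH3 peptide competitor; inhibitors lower millipolarization by displacing the labeled peptide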
Target sequence (Q07817 whole entry, looked up): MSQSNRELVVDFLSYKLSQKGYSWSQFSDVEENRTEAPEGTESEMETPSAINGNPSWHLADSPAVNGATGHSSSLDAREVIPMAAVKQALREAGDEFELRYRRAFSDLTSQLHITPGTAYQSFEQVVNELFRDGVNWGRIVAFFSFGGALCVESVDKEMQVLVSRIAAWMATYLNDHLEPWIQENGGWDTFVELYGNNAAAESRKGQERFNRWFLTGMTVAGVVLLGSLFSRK
* hit, by the source's call; · = no result given.

Sample of the layout, five compounds:
entry	SMILES	VLA-4 inh	GRK2 aptamer HTS	PME-1 inh	MCL1 BIM primary	Fam108B counter
1	COc1ccc(OC)c(NP(=O)(Oc2ccccc2)Oc2ccccc2)c1	-37.4	5.0	·	·	·
2	CC[C@@H](CO)C1CC2NC3CC4(c5ccccc5N(C)[C@@H]24)C(O)C31 (some centres undefined)	-16.2	0.0	-2.2	-1.4	1.9
3	Cc1c(Br)c(=O)oc2cc(OCC(=O)N3C[C@H]4C[C@@H](C3)c3cccc(=O)n3C4)ccc12	18.7	0.0	-4.0	0.6	1.0
4	COc1ccccc1C(=O)Nc1ccc2c(c1)CC1(C(=O)N(C)C(=O)N(C)C1=O)C1CCCN21 (centres undefined)	21.8	0.0	-0.6	10.3	-3.9
5	CCCNC(=O)N1[C@H]2CC[C@@H]1C(C(=O)OC)=C(c1ccc3ccccc3c1)C2	-12.2	3.0	-5.1	5.8	·

entry	MEX-5 binding	Efflux pump mplx	GLD-1 TGE inh	Bcl-xL primary
1	4.6	0.2	·	·
2	0.0	-0.1	6.2	4.9
3	1.3	-0.1	2.6	5.8
4	-0.6	0.1	-11.4	11.4
5	·	0.2	-1.9	1.2

Results, from the first entry:
entry	SMILES	VLA-4 inh	GRK2 aptamer HTS	PME-1 inh	MCL1 BIM primary	Fam108B counter
1	COc1ccc(OC)c(NP(=O)(Oc2ccccc2)Oc2ccccc2)c1	-37.4	5.0	·	·	·
2	CC[C@@H](CO)C1CC2NC3CC4(c5ccccc5N(C)[C@@H]24)C(O)C31 (some centres undefined)	-16.2	0.0	-2.2	-1.4	1.9
3	Cc1c(Br)c(=O)oc2cc(OCC(=O)N3C[C@H]4C[C@@H](C3)c3cccc(=O)n3C4)ccc12	18.7	0.0	-4.0	0.6	1.0
4	COc1ccccc1C(=O)Nc1ccc2c(c1)CC1(C(=O)N(C)C(=O)N(C)C1=O)C1CCCN21 (centres undefined)	21.8	0.0	-0.6	10.3	-3.9
5	CCCNC(=O)N1[C@H]2CC[C@@H]1C(C(=O)OC)=C(c1ccc3ccccc3c1)C2	-12.2	3.0	-5.1	5.8	·
6	CN1CCN(c2ccc(NC(=O)Oc3ccccc3)cc2)CC1	0.1	0.0	2.4	2.4	-2.5
7	COC(=O)C(O)(c1cn(C)c2ccccc12)C(F)(F)F (centres undefined)	5.2	0.0	-3.8	-3.1	-2.4
8	CCOC(=O)c1c(C)n(Cc2ccccc2)c2ccc(O)cc12	7.6	1.0	-0.4	5.2	5.1
9	Cc1cccc2c1=NC(=O)/C(=C/c1c(O)[nH]c(=O)[nH]c1=O)C=2	-24.5	0.0	-3.3	1.2	-2.5
10	CCOC(=O)Cn1cc(C(=O)c2ccccc2F)c2ccccc21	17.8	0.0	-6.1	-3.1	-0.6
11	O=c1[nH]c(=S)n(-c2ccc(Cl)cc2)c(O)c1/C=N/N1CCOCC1	13.6	1.0	-2.8	-3.4	-0.5
12	CC1CN(C)C(C)(C)CC1(O)c1ccccc1 (centres undefined)	5.6	0.0	-7.2	12.3	-3.2
13	CN1CCN(Cc2nnc3n2-c2ccc(Cl)cc2C(c2ccccc2)=NC3)CC1	18.7	6.0	2.8	1.5	-2.7
14	CCOc1ccc(-n2c(O)c(N=Nc3ccc([N+](=O)[O-])cc3)c(=O)[nH]c2=O)cc1	-6.3	2.0	-2.5	-5.6	-2.1
15	COC(=O)C1=C(c2ccc(S(C)(=O)=O)cc2)C[C@@H]2CC[C@H]1N2C(=O)N1CCOCC1	0.8	1.0	1.6	2.8	5.1

entry	MEX-5 binding	Efflux pump mplx	GLD-1 TGE inh	Bcl-xL primary
1	4.6	0.2	·	·
2	0.0	-0.1	6.2	4.9
3	1.3	-0.1	2.6	5.8
4	-0.6	0.1	-11.4	11.4
5	·	0.2	-1.9	1.2
6	0.8	0.1	2.2	7.5
7	-0.7	0.7	-2.4	0.8
8	-1.3	0.0	3.3	3.0
9	1.0	-0.1	4.7	5.7
10	2.3	-0.1	5.9	1.1
11	·	0.0	3.7	-1.8
12	1.5	0.0	6.0	3.8
13	-2.8	0.2	-8.2	2.2
14	-0.8	-0.4	2.9	1.5
15	0.4	0.0	-9.7	0.4

Next compounds
entry	SMILES	VLA-4 inh	GRK2 aptamer HTS	PME-1 inh	MCL1 BIM primary	Fam108B counter
16	N#Cc1cc2c(nc1SCC(=O)Nc1cc(Cl)ccc1Cl)C1CCN2CC1	20.4	0.0	4.6	-5.2	0.9
17	C[C@]12CC[C@H](O)CC1=CCC1C2CC[C@@]2(C)C1CC[C@@H]2OCc1ccccc1 (some centres undefined)	19.1	0.0	·	·	·
18	CCC(C)n1c(O)c(/C=N/NC(=O)c2ccncc2)c(=O)[nH]c1=S (centres undefined)	0.3	0.0	0.9	12.2	3.1
19	Cc1cc(=O)oc2cc(OCC(=O)N3CCN(Cc4ccccc4)CC3)ccc12	3.2	0.0	·	·	·
20	Cc1cc(C)n2nc(SC(C)C(=O)N3CCC4(CC3)OCCO4)nc2n1 (centres undefined)	17.6	0.0	2.9	-2.8	3.5
21	CN1C2CCC1/C(=C/c1ccccn1)C(=O)/C2=C\c1ccccn1	21.6	92.0*	3.8	5.9	-4.3
22	O=C(O)[C@H]1C[C@@H]1[C@H](NP(=O)(c1ccccc1)c1ccccc1)c1ccccc1	-2.8	5.0	-0.6	2.4	-2.4
23	COc1ccc(CCNCc2ccncc2)cc1OC	9.5	0.0	-2.8	7.2	-2.5
24	COc1ccccc1N=Cc1c(O)n(C)c(=O)n(C)c1=O	5.0	2.0	-5.1	14.2	3.0
25	COC(=O)C1=C(c2cccc(OC)c2OC)C[C@@H]2CC[C@H]1N2C	15.2	4.0	2.8	0.1	·
26	CCOC(=O)[C@@]12C(=O)C(=O)N[C@]1(c1ccccc1)C1OCCCC12 (some centres undefined)	9.9	1.0	-0.1	5.4	-2.7
27	Cc1cc(OCC(=O)OC(C)(C)C)c2c3c(c(=O)oc2c1)CCC3	0.1	0.0	4.0	-0.5	-2.4
28	Cc1ccc(OP(=O)(NC(C)c2ccccc2)Oc2ccc(C)cc2)cc1 (centres undefined)	3.9	0.0	-3.5	5.1	-1.7
29	COc1ccccc1NC(=O)COC(=O)c1cc(C)n(C2CC2)c1C	8.5	0.0	·	·	·
30	CCN(CC)c1ccc([N+](=O)[O-])c2cccnc12	12.8	0.0	-3.3	-7.1	-0.7

entry	MEX-5 binding	Efflux pump mplx	GLD-1 TGE inh	Bcl-xL primary
16	-0.3	-0.1	3.1	-4.5
17	·	0.3	2.8	·
18	-0.7	0.5	-4.8	7.3
19	·	0.1	-0.1	·
20	0.4	0.0	2.1	-3.0
21	·	0.1	7.9	4.6
22	0.7	-0.1	0.6	3.4
23	-0.6	-0.1	10.0	4.7
24	0.7	-0.1	6.3	8.0
25	·	-0.1	-2.3	-3.4
26	2.7	0.1	-0.7	5.7
27	0.5	0.2	-0.5	4.7
28	1.2	0.0	7.1	10.2
29	·	-0.1	-2.4	·
30	0.9	1.1*	0.2	-4.3

Following part.
entry	SMILES	VLA-4 inh	GRK2 aptamer HTS	PME-1 inh	MCL1 BIM primary	Fam108B counter
31	COC(=O)C1=C(c2cccc(OCc3ccccc3)c2)C[C@@H]2CC[C@H]1N2C(=O)NC1CCN(Cc2ccccc2)CC1	5.6	0.0	-1.0	-4.8	·
32	CN(C)C(=O)Oc1ccc2c(c1)O/C(=C\c1cccc(Cl)c1)C2=O	9.1	1.0	1.2	0.8	1.9
33	O=C(Cn1cnc2ccccc2c1=O)NCC(=O)N1CCC2(CC1)OCCO2	5.1	0.0	2.3	-1.0	-0.3
34	CN(C)c1ccc(C2C3C=CC(C3)C2(C#N)C(=O)O)c(Br)c1 (centres undefined)	-6.5	2.0	-2.5	9.8	-0.1
35	COC(=O)C1=C(c2c(C)noc2C)C[C@@H]2CC[C@H]1N2C(=O)NCc1ccc2c(c1)OCO2	18.2	0.0	7.2	-4.2	·
36	C=CCn1c(O)c(C(C)=NCCCN(C)C)c(=O)[nH]c1=O	-1.9	2.0	-3.1	-6.0	0.1
37	C/C(=N/O)c1ccc2ccc3ccccc3c2c1	-9.8	4.0	0.1	-1.7	-5.1
38	COC(=O)c1ccccc1OP(=O)(c1cccc([N+](=O)[O-])c1)c1cccc([N+](=O)[O-])c1	-2.2	1.0	16.0	-2.5	0.5
39	Cc1c(C(=O)Nc2ccccc2)c2cc(O)ccc2n1Cc1ccccc1	0.5	3.0	2.6	6.2	3.6
40	Cn1c(O)c(/C=N/c2ccccn2)c(=O)n(C)c1=O	-0.4	1.0	-5.8	0.0	-2.2
41	OC1(c2cccnc2)CC2CCC(C1)N2Cc1nnnn1Cc1ccccc1 (centres undefined)	12.6	0.0	-4.9	-5.3	-4.1
42	CCOc1ccc(NC(=O)C2C3c4ccccc4C(c4ccccc43)C2C(=O)O)cc1 (centres undefined)	8.8	0.0	4.5	1.7	0.2
43	O=C(NC[P+](=O)O)OCc1ccccc1	1.3	0.0	-5.4	4.1	-2.5
44	Cc1ccc(/C=C2/C(=O)NC(=O)N(CCc3ccc(F)cc3)C2=O)s1	17.2	0.0	5.4	11.4	5.3
45	Cc1ccsc1C(=O)C1CCCN(Cc2cc3ccccc3o2)C1 (centres undefined)	-10.9	1.0	4.9	3.6	-5.4

entry	MEX-5 binding	Efflux pump mplx	GLD-1 TGE inh	Bcl-xL primary
31	·	0.7	2.2	-9.0
32	1.2	-0.1	9.0	0.1
33	-2.2	0.2	-0.6	-2.9
34	1.9	0.1	4.1	7.3
35	·	-0.2	-0.3	0.8
36	1.3	0.1	3.8	3.6
37	0.3	0.2	4.5	3.0
38	1.0	-0.2	0.7	0.1
39	-3.0	0.1	8.2	1.4
40	-1.9	0.0	-1.4	-1.8
41	2.5	-0.1	0.5	0.9
42	1.7	0.1	-6.2	4.3
43	-2.1	0.2	-2.3	2.6
44	0.0	0.5	-6.2	2.8
45	-0.7	0.0	-1.0	6.6

Remaining list, next part
entry	SMILES	VLA-4 inh	GRK2 aptamer HTS	PME-1 inh	MCL1 BIM primary	Fam108B counter
46	O=C(O)CCCc1ccc(N(CCCl)CCCl)cc1	-1.0	2.0	1.1	5.5	2.3
47	CCN1CCN(c2ccc(NC(=O)C(C)C)cc2Cl)CC1	-0.3	0.0	6.7	-3.6	2.4
48	CCC(C)/C=C(C)/C=C/C1=CC2=C(Cl)C(=O)C(C)(OC(C)=O)C(=O)C2=CO1 (centres undefined)	16.5	0.0	8.2	35.8	10.7
49	Cc1oc2ccc(OC(=O)N(C)C)cc2c1C(=O)OC(C)C	-4.7	0.0	6.5	5.2	5.3
50	CCOP(=S)(OCC)c1ccc(N(C)C)cc1	5.9	0.0	-2.2	3.2	5.7
51	CNCC(O)c1cccc(OC(=O)c2ccccc2C)c1 (centres undefined)	8.0	0.0	0.5	-0.2	-2.0
52	CCN(CC)C(=O)Cn1cc(/C=C2\C(=O)NC(=O)N(c3ccccc3F)C2=O)c2ccccc21	13.6	1.0	-3.0	-20.2	-6.2

entry	MEX-5 binding	Efflux pump mplx	GLD-1 TGE inh	Bcl-xL primary
46	-1.0	-0.1	3.0	3.6
47	2.0	-0.1	5.1	-1.8
48	-9.5	0.4	21.9	25.1
49	1.4	0.0	7.7	0.4
50	0.9	0.0	15.1	1.8
51	0.7	0.1	2.1	2.1
52	-64.1*	0.6	-20.0	-12.0

This is a subset. The share of hits here may be higher or lower than overall.
